Arr AP2 block: inhibitors of beta-arrestin/AP2 binding, primary screen, biochemical, GPCR trafficking, flow cytometry; FITC-arrestin peptide / GST-AP2 beads; AP2 beta2 appendage carries R879A mutation; beta-arrestin 1 C-terminal peptide binding to AP2 beta2-adaptin appendage (human); inhibition, % at 10 µM; AID 504490, 2011; 340,000 compounds, 0.31% hits;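 active = inhibition above a set limit, near 3 SD of compounds lacking own fluorescence, cut at about 54% in these data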;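 note: plate controls were DMSO wells for no effect and 5 µM unlabelled arrestin peptide for full effect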
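test system = AP2 appendage R879A on GSH beads | buffer or medium = PBS plus Tween 20 (0.05%) and BSA (0.1%) | incubation = 12 min plus 1 h, RT | detection = bead flow cytometry, FITC channel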
LANA DNA inh: inhibitors of KSHV C-LANA binding to DNA, primary screen, biochemical, fluorescence polarization, FAM-LBS DNA, MBP-C-LANA, single point. Kaposi's sarcoma herpesvirus LANA C-terminal domain (residues 932-1162) DNA binding. inhibition, % at 9 µM. 340,000 compounds, 0.078% hits. AID 504423, 2011;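 active = highest replicate inhibition at or above 60% at 9 µM, even if other replicates fall short; inactive = all replicates below 60% inhibition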;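 note: 0% = neutral control wells and 100% = 4 µM acridine orange control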
PvdQ acylase: P. aeruginosa PvdQ acylase inhibitors, primary screen, biochemical, fluorescence, plate reader and imaging, single point; PvdQ acylase [Pseudomonas aeruginosa LESB58]; purified PvdQ acylase; inhibition, % at 10 µM; 340,000 compounds, 0.063% hits; in the data active = inhibition above about 30%, passing the limit was not always enough;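 note: 0% = vehicle neutral wells and 100% = reference inhibitor wells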
Keap1-Nrf2 PPI: Keap1-Nrf2 protein-protein interaction inhibitors, primary screen, biochemical, fluorescence polarization, single point; Keap1 Kelch-Nrf2 peptide fluorescence polarization, 1536-well; inhibition, % at 9.4 µM; 340,000 compounds, 0.15% hits; in the data active = inhibition above about 12%;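 note: human Keap1 Kelch domain with fluorescein labeled Nrf2 9mer peptide probe; 0% = neutral control wells and 100% = peptide positive control; higher means more block of Keap1 binding to Nrf2 peptide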
DAGLB inh: DAGLB lipase inhibitors, primary screen, biochemical, fluorescence, HTS; Diacylglycerol lipase-beta (Homo sapiens), Q8NCG7; HEK293T DAGLB membrane lysate, EnzChek fluorogenic substrate; inhibition, % at 5.17 µM; 340,000 compounds, 0.059% hits; AID 504411, 2011; in the data active = inhibition above about 34%;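 note: 0% = enzyme with vehicle and 100% = wells lacking enzyme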
Cardiac RTF inh: cardiac RTF calcium sensitivity inhibitors, primary screen, biochemical, IANBD-TnC fluorescence, EC70 calcium; Troponin I, cardiac muscle (Homo sapiens) + Troponin T, cardiac muscle (Homo sapiens) + …; IANBD-labeled cardiac RTF, Ca2+ fluorescence; inhibition, % at 7.15 µM; 340,000 compounds, 0.12% hits; AID 493244, 2011;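 active = inhibition above the mean inhibition of all tested compounds plus 3 SD, cut at about 17% in these data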;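 note: assay run at fixed EC70 calcium of 1.6 mM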
SR-BI HDL uptake: inhibitors of SR-BI mediated HDL lipid uptake, primary screen, ldlA[mSR-BI] cells, fluorescence, single point | Scavenger receptor class B member 1 (Mus musculus), Q61009 | ldlA[mSR-BI] CHO cells, DiI-HDL uptake fluorescence, 3 h | inhibition, % at 12.5 µM | 320,000 compounds, 0.96% hits | AID 488896, 2010;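 active = mean replicate inhibition of at least 70% and a set share of replicates each scoring 70 or more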;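 note: 0% = median of neutral control wells and 100% = median of positive control wells; values of inactives mirror those of a sister screen read the other way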
Target sequence (Q61009 whole entry, looked up): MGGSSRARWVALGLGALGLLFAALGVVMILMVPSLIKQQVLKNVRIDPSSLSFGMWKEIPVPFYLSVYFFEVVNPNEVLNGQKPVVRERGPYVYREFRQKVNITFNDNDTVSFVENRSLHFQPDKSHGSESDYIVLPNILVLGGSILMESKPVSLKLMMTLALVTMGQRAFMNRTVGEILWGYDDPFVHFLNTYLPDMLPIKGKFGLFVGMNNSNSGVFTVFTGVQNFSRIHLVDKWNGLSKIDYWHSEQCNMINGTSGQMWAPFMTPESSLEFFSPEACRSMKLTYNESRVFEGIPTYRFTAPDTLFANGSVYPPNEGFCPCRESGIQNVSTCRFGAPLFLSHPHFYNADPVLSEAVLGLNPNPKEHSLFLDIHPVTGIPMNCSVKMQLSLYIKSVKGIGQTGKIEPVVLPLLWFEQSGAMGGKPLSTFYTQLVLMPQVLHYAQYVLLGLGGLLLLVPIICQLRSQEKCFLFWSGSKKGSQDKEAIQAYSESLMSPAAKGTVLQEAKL
PKA-R2B activ: activators of PKA-R2B holoenzyme, primary screen, biochemical, fluorescence polarization, Cy5-IP20, human; cAMP-dependent protein kinase catalytic subunit beta (Homo sapiens) + cAMP-dependent …; activation, % at 11.4 µM; 340,000 compounds, 0.079% hits; PKA-R2B holoenzyme dissociation; R2B truncated from residue 108, S112A mutant; 0% DMSO only, 100% 113 µM cGMP;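 active = activation above a cutoff set at the mean over all compounds plus 3 SD, cut at about 18% in these data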;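 note: higher means more holoenzyme dissociation and a rise in polarization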
Target sequence (P31323 whole entry, looked up, other chains not shown, the tested form may be a part): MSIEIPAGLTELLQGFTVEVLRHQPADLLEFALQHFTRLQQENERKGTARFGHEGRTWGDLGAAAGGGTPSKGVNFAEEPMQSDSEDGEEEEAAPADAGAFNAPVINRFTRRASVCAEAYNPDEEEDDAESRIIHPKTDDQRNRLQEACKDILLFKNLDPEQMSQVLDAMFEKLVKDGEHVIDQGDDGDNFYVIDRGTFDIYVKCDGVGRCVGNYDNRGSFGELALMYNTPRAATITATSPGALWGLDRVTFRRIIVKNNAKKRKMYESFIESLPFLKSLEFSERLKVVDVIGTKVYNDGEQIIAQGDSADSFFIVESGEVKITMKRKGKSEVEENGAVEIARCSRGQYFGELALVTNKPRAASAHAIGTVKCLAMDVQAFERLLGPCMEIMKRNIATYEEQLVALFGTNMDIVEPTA
SR-BI uptake up: activators of SR-BI mediated DiI-HDL uptake, primary screen, ldlA[mSR-BI] CHO cells, DiI fluorescence; 320,000 compounds, 0.096% hits; 3 h; 100 = double the neutral-control signal; activation, % at 12.5 µM;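 active = mean replicate activation of at least 60% and every replicate at or above 60%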;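 note: 0% = median plate neutral-control signal and 100% = twice that signal; values of inactives mirror those of a sister screen read the other way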
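Test system: SR-BI-overexpressing, LDLR-lacking CHO cells; Medium: Ham's F12 with 0.5% BSA, HEPES 25 mM, pH 7.4; Schedule: 3 h, 37 °C; Technique: bottom-read fluorescence, 550/595 nm.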
NSD2 HMT inh: NSD2 histone methyltransferase inhibitors, primary screen, biochemical, AlphaScreen, single concentration, set 2; Histone-lysine N-methyltransferase NSD2 (Homo sapiens), O96028; NSD2 peptide methylation, 120 min; inhibition, % at 12.5 µM; 310,000 compounds, 0.54% hits; AID 743445, 2014; in the data active = inhibition above about 50%
* = called active by the depositor; / = no result given.

cpd	Arr AP2 block	LANA DNA inh	PvdQ acylase	Keap1-Nrf2 PPI	DAGLB inh	SMILES	Cardiac RTF inh	SR-BI HDL uptake	PKA-R2B activ	SR-BI uptake up	NSD2 HMT inh
1	-2	-0.3	-12	-2	2	O=C(c1cccc(S(=O)(=O)N2CCOCC2)c1)N1CCCCCC1	-10	-2	1	2	-1
2	-5	6.3	-11	3	0	O=C(Nc1c[nH]c(=O)[nH]c1=O)OCc1ccccc1	-8	-8	-2	8	-1
3	-1	1.0	-12	-4	-3	CCn1ccnc1CNC(=O)CC1C(=O)NCCN1CC(c1ccccc1)c1ccccc1 (centres undefined)	0	-14	5	14	1
4	7	-0.1	-14	-1	-1	CC(=O)c1cccc(NC(=O)N2CCCC2C(=O)Nc2ccc3c(c2)OCCO3)c1 (centres undefined)	-11	0	3	0	0
5	9	-1.1	9	1	0	COCCn1c(-c2ccc(Cl)cc2)cnc1SCC(=O)NCCc1ccc(OC)c(OC)c1	-3	36	0	-36	4
6	-23	-0.3	-12	-2	2	O=C(CCCn1c(=S)[nH]c2cc3c(cc2c1=O)OCO3)N1CCN(c2ccc(F)cc2)CC1	4	40	-9	-40	1
7	38	-0.5	6	3	1	COc1ccccc1CN1CC(C(=O)NCCN(C)CCc2ccccc2)CCC1=O (centres undefined)	-2	-13	4	13	5
8	-3	0.3	-19	-6	10	CCOc1cc(/C=C2/NC(=O)N(Cc3ccccc3F)C2=O)ccc1O	-11	39	6	-39	0
9	0	-2.8	-6	3	0	CCOc1ccc(C(=O)OCC(=O)Nc2nc(OC)cc(OC)n2)cc1OCC	-5	30	8	-30	-5
10	7	0.1	-2	4	0	Nc1cccc(-c2nnc3n2CCCCC3)c1	3	-6	-1	6	-2

Next structures
cpd	Arr AP2 block	LANA DNA inh	PvdQ acylase	Keap1-Nrf2 PPI	DAGLB inh	SMILES	Cardiac RTF inh	SR-BI HDL uptake	PKA-R2B activ	SR-BI uptake up	NSD2 HMT inh
11	-6	0.6	-18	3	0	Cc1onc(-c2c(Cl)cccc2Cl)c1C(=O)c1c[nH]c(C(=O)NCCCN2CCOCC2)c1	-8	/	3	/	-3
12	1	-0.7	-9	-6	-1	Cc1cc(C)cc(C(=O)N2CC(C)OC(C)C2)c1 (centres undefined)	-7	-9	4	9	3
13	34	0.7	-1	-4	3	CC(=O)C1=C(c2ccccc2)NC(=O)NC1c1ccc(O)c(O)c1 (centres undefined)	8	-15	-6	15	32
14	-9	-0.3	-2	3	0	CC(C)CN(C(=O)C1=NN(c2ccccc2)C(=O)CC1)c1c(N)n(Cc2ccccc2)c(=O)[nH]c1=O	5	-11	-9	11	-1
15	23	1.1	-5	3	1	O=C(Nc1ccccc1)c1ccc(S(=O)(=O)N2CCCC2)cc1	2	-1	-8	1	/
16	3	-2.0	-49	0	-16	Cc1ccc(Cn2c(O)c(N=O)c3ccccc32)cc1	3	-28	3	28	3
17	12	-0.4	10	-4	-3	Cn1c(Cn2c(=O)sc3ccccc32)nnc1SCC(=O)Nc1ccccc1F	-2	-12	1	12	/
18	6	-1.0	-12	0	2	N#CC1=C(N)Oc2cc(N)ccc2C1c1cccc(Br)c1 (centres undefined)	-12	25	-7	-25	1
19	15	0.9	-12	1	0	CCc1c(C)nc(N2CCN(c3ccccc3F)CC2)[nH]c1=O	-8	11	8	-11	-3
20	-1	-1.4	-12	2	-1	CCc1ccccc1NC(=O)N1CCCC(CCC(=O)N(C)CCc2ccccn2)C1 (centres undefined)	-13	20	6	-20	-3

Remaining list, next part.
cpd	Arr AP2 block	LANA DNA inh	PvdQ acylase	Keap1-Nrf2 PPI	DAGLB inh	SMILES	Cardiac RTF inh	SR-BI HDL uptake	PKA-R2B activ	SR-BI uptake up	NSD2 HMT inh
21	-7	-1.3	-4	-2	1	Cn1c(=O)n(CCO)c(=O)c2c1nc(Br)n2Cc1ccccc1	0	-7	6	7	-1
22	28	3.1	-3	2	-3	O=C1OC(c2ccc3c(c2)OCO3)=N/C1=C\c1ccc(C(=O)O)cc1	1	4	7	-4	14
23	8	0.8	-8	-2	0	CNc1nc(N)c([N+](=O)[O-])c(NCc2ccccc2)n1	-8	-6	-8	6	-2
24	8	-1.6	-4	-9	5	Cc1ccc(C(=O)c2c3ccc(C(F)(F)F)cc3[n+]([O-])n2CCCC(N)=O)cc1	16	-16	-5	16	/
25	0	1.9	-11	-5	3	CCOC(=O)CNC(=O)N1CCCC(Cc2ccccc2)(C(=O)OCC)C1 (centres undefined)	-7	-10	-4	10	-2
26	16	1.1	6	-1	0	Nc1ccc(-c2nc3ncccc3o2)c(Cl)c1	1	17	-2	-4	-4
27	-12	-2.7	-12	-5	0	Cc1c(C(=O)OCC(=O)N(C)c2ccccc2)oc2ccccc12	-2	26	5	-26	-2
28	6	-1.9	-13	-2	-4	CC1=C(C(=O)OC(C)C)C(c2ccc(C)o2)C(C(=O)OC(C)C)=C(C)N1	1	-21	-13	21	1
29	-2	-1.7	-11	-2	-1	Cn1c(=NC(=O)CSCC(=O)N2CCCCC2)sc2ccccc21	-3	5	-5	-5	-1
30	2	-0.2	-13	-1	-1	COc1ccc(-n2cnnc2SCC(=O)Nc2ccc(C(N)=O)cc2)cc1	-19	-9	4	9	-2

Rewritten with values under each structure: entries from further up.
Each structure is followed by: Arr AP2 block | LANA DNA inh | PvdQ acylase | Keap1-Nrf2 PPI | DAGLB inh | Cardiac RTF inh | SR-BI HDL uptake | PKA-R2B activ | SR-BI uptake up | NSD2 HMT inh
21: Cn1c(=O)n(CCO)c(=O)c2c1nc(Br)n2Cc1ccccc1
    -7 | -1.3 | -4 | -2 | 1 | 0 | -7 | 6 | 7 | -1
22: O=C1OC(c2ccc3c(c2)OCO3)=N/C1=C\c1ccc(C(=O)O)cc1
    28 | 3.1 | -3 | 2 | -3 | 1 | 4 | 7 | -4 | 14
23: CNc1nc(N)c([N+](=O)[O-])c(NCc2ccccc2)n1
    8 | 0.8 | -8 | -2 | 0 | -8 | -6 | -8 | 6 | -2
24: Cc1ccc(C(=O)c2c3ccc(C(F)(F)F)cc3[n+]([O-])n2CCCC(N)=O)cc1
    8 | -1.6 | -4 | -9 | 5 | 16 | -16 | -5 | 16 | /

Additional entries:
cpd	Arr AP2 block	LANA DNA inh	PvdQ acylase	Keap1-Nrf2 PPI	DAGLB inh	SMILES	Cardiac RTF inh	SR-BI HDL uptake	PKA-R2B activ	SR-BI uptake up	NSD2 HMT inh
31	1	-1.1	-3	-7	5	Cc1ccc(C)c2[nH]c(=O)c(C(c3nnnn3Cc3ccco3)N3CCc4ccccc4C3)cc12 (centres undefined)	-13	43	2	-43	1
32	3	-0.2	-3	-1	-4	COc1ccc(C)cc1NC(=O)c1nnn(Cc2cccc(F)c2)c1N	-3	32	-9	-32	/
33	1	1.6	-12	3	-1	CCOc1cc(N2CCOCC2)c(OCC)cc1NC(=O)Cc1cn2ccsc2n1	-7	-3	-3	3	2
34	3	-0.2	-12	1	-1	CC(C)Cc1ccc(CN2CCCC(NC(=O)CCCN3CCCC3=O)C2)cc1 (centres undefined)	2	-49	9	49	5
35	33	-1.1	-1	2	-2	CSc1ccc(CN(C)C(=O)CCNS(=O)(=O)c2ccc(C)c(C)c2)cc1	-1	0	-3	0	3
36	-4	-0.6	2	-5	-1	COc1ccc(-c2csc(NC(=O)c3cccc(S(=O)(=O)N4CCN(C)CC4)c3)n2)cc1	-1	28	-2	-28	-1
37	-6	-0.5	-4	-4	-2	COc1ccc(OC)c(NC(=O)c2ccc(-c3csc(C)n3)cc2)c1	-3	61	-2	-61	-1
38	6	-2.9	3	-2	0	Cc1cc2[nH]c3ccccc3c2c(C)n1	10	-7	2	7	1
39	2	-0.5	-2	-4	2	COc1ccc(-n2nc(C(=O)NCC(=O)Nc3cc(OC)c(OC)c(OC)c3)c3ccccc3c2=O)cc1Cl	0	/	-10	/	-1
40	-4	0.2	-12	-7	-1	O=CNc1ccccc1Oc1ccccc1	9	-2	-6	2	-4

Next entries follow:
cpd	Arr AP2 block	LANA DNA inh	PvdQ acylase	Keap1-Nrf2 PPI	DAGLB inh	SMILES	Cardiac RTF inh	SR-BI HDL uptake	PKA-R2B activ	SR-BI uptake up	NSD2 HMT inh
41	-10	-0.7	25	-2	-3	COc1ccc(OCCC(=O)OCC(=O)NCCC2=CCCCC2)cc1	8	-15	-4	15	/
42	35	1.3	-3	1	1	CCCC(=O)Nc1ccc(C(=O)NNC(=O)c2ccccc2Br)cc1	-3	20	-4	-20	4
43	-8	0.1	-14	-4	0	COc1ccc(Cl)cc1-c1n[nH]c(=S)n1C	-2	0	-1	0	/
44	-8	1.3	-4	2	-2	Cc1cc(C)c(C)c(S(=O)(=O)Nc2ccc(C(=O)N3CCCC3)cc2)c1C	1	-17	3	/	-1
45	-11	2.5	-17	-1	-2	Cc1ccc(C(=O)NCC(=O)NCC(=O)OCC(=O)c2ccc(Br)cc2)cc1	2	3	5	-3	-2
46	0	0.2	-11	-3	2	C=Cn1c(C(=O)O)cc(CC)c1-c1ccccc1	-4	-12	-2	12	5
47	0	0.6	-14	-16	0	CN(C)C(=O)COc1ccc(C(=O)/C=C/c2cccnc2)cc1	-20	/	1	/	5
48	27	0.2	3	-2	-2	COc1ccc2[nH]cc(CCNC(=O)Nc3ccccc3)c2c1	5	2	0	-2	9
49	-6	0.2	-7	4	3	Clc1ccc2c(N/N=C/c3ccc(Br)cc3)ccnc2c1	-1	13	-4	-13	-2
50	1	-0.8	-7	-3	-1	COC(=O)Cc1cc(=O)n2[nH]c(C)cc2n1	-11	-12	-1	12	1
51	27	-2.0	8	-4	-2	O=C(Nc1ccccc1Cl)Nc1cccc2cccnc12	-6	25	3	-25	-3

Assay outcomes: PubChem BioAssay, several laboratories

The order is random; about 2.1% have a hit in one of these screens.
